SRC1 TRFRET art – flags TR-FRET format artefacts in PPARgamma SRC-1 recruitment agonist screen. 0.34% of 99,000 active. AID 1051. TR-FRET ratio at 8 µM. TR-FRET detection artefact counter-screen, emission ratio; active compounds read high; in the data active = TR-FRET ratio above about 2300; note: inactives centre near 1800; reference of the scale not given here
SRC3 TRFRET art – flags TR-FRET format artefacts in PPARgamma SRC-3 recruitment agonist screen; TR-FRET artefact counter-screen, PPARgamma/SRC-3 format; active compounds read high; TR-FRET ratio at 8 µM; 0.39% of 99,000 active; AID 1048; in the data active = TR-FRET ratio above about 2000; note: inactives centre near 1600; reference of the scale not given here
Numbers without * were called inactive. Not all compounds are listed (hit frequency here may not be typical).

The opening 2 entries, ahead of the listing:
SMILES | SRC1 TRFRET art | SRC3 TRFRET art
COc1cccc(-n2c(-c3cccc(S(=O)(=O)N(C)C)c3)n[nH]c2=S)c1 | 1957 | 1742
Cc1ccccc1COC[C@H](CC(C)C)N1CCN(C(=O)c2cccc(C(F)(F)F)c2)CCC1=O | 1975 | 1428

This part in full, repeating the preview:
SMILES | SRC1 TRFRET art | SRC3 TRFRET art
COc1cccc(-n2c(-c3cccc(S(=O)(=O)N(C)C)c3)n[nH]c2=S)c1 | 1957 | 1742
Cc1ccccc1COC[C@H](CC(C)C)N1CCN(C(=O)c2cccc(C(F)(F)F)c2)CCC1=O | 1975 | 1428
COc1ccc(CCNC(=O)[C@@H](NC(=O)c2ccccc2F)C(C)C)cc1OC | 1877 | 1479
COc1c(Cl)cc(C(=O)NN)cc1Cl | 1704 | 1605
O=C(CNc1cc(S(=O)(=O)N2CCOCC2)ccc1N1CCCC1)NCc1ccco1 | 1875 | 1484
CCOC(=O)c1cc2cc(-c3c(C(=O)OCC)oc4cc(O)cc(O)c4c3=O)ccc2o1 | 1727 | 1553
O=C(CNC(=O)c1cccc(F)c1)OCc1cc(=O)n2cc(Br)ccc2n1 | 1834 | 1710
Cc1nc(SCc2ccc(Cl)cc2)ncc1C(=O)O | 1852 | 1516
CCn1c(=O)c(C(=O)Nc2ccccn2)c(O)c2ccccc21 | 1702 | 1534
Clc1ccc(-n2nnnc2CN2CCOCC2)cc1Cl | 1650 | 1790
CN(Cc1ccccc1)C(=O)CCc1ccccc1 | 1638 | 1568
Cc1ccc(CC(=O)O/N=C(\N)c2cccc([N+](=O)[O-])c2)cc1 | 1775 | 1621
CSCCC(NS(=O)(=O)c1ccc(Cl)cc1)C(=O)OCc1c(Cl)cccc1Cl (stereo not drawn) | 1858 | 1472
O=C(Cc1ccc(Cl)cc1)NN1C(=O)c2ccccc2C1=O | 1738 | 1537
CCNC(=S)Nc1cc(Cl)ccc1Oc1ccccc1 | 1719 | 1725
O=c1cc(Cn2nnc(-c3ccc(Cl)cc3)n2)nc2sccn12 | 1817 | 1756
O=C(NCCCCNC(=O)C(F)(F)F)C(F)(F)F | 1793 | 1561
O=[N+]([O-])c1ccccc1CNC1CCCCCC1 | 1675 | 1332
CCOc1cc(/C=N/N=C(N)N)ccc1OCc1ccc(Cl)cc1 | 1995 | 1719
CCN(CC)CC(=O)N1CCCC(C(=O)c2ccccc2OC)C1 (stereo not drawn) | 1676 | 1444
COc1ccc(OC)c(Cc2nnc(CCC(=O)N3CCCCC3)o2)c1 | 1798 | 1374
CCOC(=O)CSc1nc2ccccc2c(=O)n1CC(C)C | 2039 | 1645
O=C(NCCCN1CCOCC1)c1sc2cc([N+](=O)[O-])ccc2c1Cl | 1583 | 1583
CC(NC(N)=O)C(=O)Nc1ccc(Cl)c(S(=O)(=O)Nc2ccc(Cl)cc2)c1 (stereo not drawn) | 1758 | 1694
Cc1ccccc1Nc1c(-c2ccncc2)nc2ccc(Br)cn12 | 1924 | 1595

Continued:
SMILES | SRC1 TRFRET art | SRC3 TRFRET art
Cc1cccc(OCCC(=O)Nc2cc(S(=O)(=O)N3CCCCC3)ccc2N2CCOCC2)c1 | 1723 | 1398
CCN(CC)CC(=O)Nc1ccc(Oc2ccc(NC(=O)CN(CC)CC)cc2)cc1 | 2041 | 1437
O=C(/C=C/c1ccccc1)NC(NC(=S)Nc1cccc(O)c1)C(Cl)(Cl)Cl (stereo not drawn) | 1678 | 1561
O=c1[nH]c(/C=C/c2ccccc2[N+](=O)[O-])nc2ccccc12 | 1692 | 1747
O=C(COC(=O)c1ccc2c(c1)S(=O)(=O)N=C1CCCCCN12)NCCc1ccc(F)cc1 | 1788 | 1443
[O-]/C(=C(\C(=S)NCc1ccccc1)[n+]1ccccc1)c1ccc(Cl)s1 | 1666 | 1713
Cc1cc2nc(C)c(Cl)c(=O)n2[nH]1 | 1776 | 1506
COc1c(C)cc(C(=O)C2CCCN(Cc3cccc4nccnc34)C2)cc1C (stereo not drawn) | 1766 | 1409
COc1ccc(-c2nc3ccccc3s2)cc1 | 1753 | 1654
O=C(COc1cccnc1[N+](=O)[O-])NCc1ccco1 | 1689 | 1561
CC(C)C(O)C1CCN(Cc2nc(Cc3ccccc3Cl)no2)CC1 (stereo not drawn) | 1852 | 1664
O=C(c1cc2cc([N+](=O)[O-])ccc2s1)N1CCOCC1 | 1595 | 1390
COc1ccc(/C(C)=N\n2cnnc2)cc1 | 1908 | 1931
O=C1CCCC2=C1C(c1cccs1)CC(=O)N2c1ccc(F)cc1 (stereo not drawn) | 1627 | 1475
O=C(CSc1cccc[n+]1[O-])CSc1cccc[n+]1[O-] | 1666 | 1539
COc1ccccc1NC(=O)/C=C1\NC(=O)CS1 | 1733 | 1706
CC(=O)c1cc(C#N)c(NCc2cc(-c3ccccc3)no2)nc1C | 1783 | 1660
Cc1cc(/C=N/NC(=O)c2ccccn2)c(C)n1-c1cccc([N+](=O)[O-])c1 | 1869 | 1642
Cc1cc(Br)ccc1SCC(=O)OCC(=O)NC1CCCC1 | 1787 | 1453
Cc1ccc(CC(=O)Nc2ccccc2-c2ccccc2)cc1C | 1896 | 1553
O=C(NCc1ccco1)C(=O)NCC(c1ccco1)N1CCOCC1 (stereo not drawn) | 1873 | 1520
CC(/C=C/c1ccc2c(c1)OCO2)=N/NC(=O)c1cccnc1 | 1794 | 1585
O=C(CN1CCN(Cc2ccccc2)CC1)NCCNc1ccc([N+](=O)[O-])cn1 | 2081 | 1608
CSc1ccccc1NC(=S)NC1CCCCC1 | 1620 | 1653
COc1ccc(Cn2c(-c3ccc(C)cc3)nc3c(c(=O)c4ccccc4n3C)c2=O)cc1 | 2030 | 1508

(continued)
SMILES | SRC1 TRFRET art | SRC3 TRFRET art
O=C(CN1C(=O)c2ccccc2S1(=O)=O)NCc1ccco1 | 1793 | 1522
CCOc1ccc2oc(C(=O)NCC(C)(C)CN(C)C)c(C)c2c1 | 1894 | 1698
CN(C)CCCC(C)(O)C(C)(C)c1ccccc1 (stereo not drawn) | 1947 | 1645
CCCCC(=O)Nc1cccc(-c2csc(-c3ccccc3)n2)c1 | 1913 | 1691
CCCNC(=O)c1ccccc1NC(=O)c1ccccc1SC | 1697 | 1703
COc1cc(CN2CC(=O)N(c3ccc(C)cc3)C2=S)cc(OC)c1OC | 1928 | 1524
COc1ccc(OCC(=O)NCCc2c[nH]c3ccccc23)cc1 | 1609 | 1498
COc1ccc(Cl)cc1NC(=S)N1CCC(c2ccc(C)cc2)C1 (stereo not drawn) | 1589 | 1483
CCc1cccc(CC)c1NC(=S)NCC(c1cccnc1)N(C)C (stereo not drawn) | 1717 | 1510
Nc1n[nH]c2cc(=O)n(-c3cccc(C(F)(F)F)c3)nc12 | 1931 | 1395
Cc1nn(CC(=O)NCc2cc3ccccc3[nH]2)c(C)c1[N+](=O)[O-] | 1827 | 1552
COC(=O)c1ccc(NCC(=O)N2CCCCCC2)cc1 | 1876 | 1556
CC(C)N(Cc1nc(-c2ccc3c(c2)OCO3)no1)CC1CCC(=O)N1 (stereo not drawn) | 1807 | 1745
Cc1ccc(C(=O)NNC(=S)NC(=O)c2ccco2)cc1 | 2101 | 1582
CCC1CCCCN1CCCNC(=O)CCCOc1cc(=O)n(C)c2ccccc12 (stereo not drawn) | 1925 | 1601
CC(=O)c1ccc(-c2ccc(C(=O)NC3CCCCCC3)o2)cc1 | 1500 | 1563
Cc1cnc([N+](=O)[O-])n1CCOC(=O)NC(=O)c1cccc(F)c1 | 1416 | 1440
FC(F)(F)c1nc2ncc(Cl)cc2[nH]1 | 1980 | 1427
O=[N+]([O-])c1ccc(NC(=S)NCCc2ccc(F)cc2)cc1 | 1828 | 1721
COc1cccc(C(c2c(C)[nH]n(-c3ccccc3)c2=O)c2c(C)[nH]n(-c3ccccc3)c2=O)c1OC | 2090 | 1488
Fc1ccccc1CNC(=S)Nc1ccc(Cl)cc1 | 1604 | 1568
CCc1cccc2c(C(=O)COC(=O)C3=NNC(=O)CC3)c[nH]c12 | 1937 | 1601
COc1c(C)cc(C(=O)C2CCCN(C(=O)c3ccc4[nH]ccc4c3)C2)cc1C (stereo not drawn) | 1571 | 1578
CN(CCc1cnn(C)c1)Cc1cn(C)nc1-c1ccccc1F | 1880 | 1365
N=c1c2c(-c3ccccc3)c(-c3ccccc3)n(Cc3ccco3)c2ncn1Cc1ccco1 | 1834 | 1547

Pulled one by one from the list above:
SMILES | SRC1 TRFRET art | SRC3 TRFRET art
FC(F)(F)c1nc2ncc(Cl)cc2[nH]1 | 1980 | 1427
CCc1cccc2c(C(=O)COC(=O)C3=NNC(=O)CC3)c[nH]c12 | 1937 | 1601
CC(NC(N)=O)C(=O)Nc1ccc(Cl)c(S(=O)(=O)Nc2ccc(Cl)cc2)c1 (stereo not drawn) | 1758 | 1694
COc1c(C)cc(C(=O)C2CCCN(C(=O)c3ccc4[nH]ccc4c3)C2)cc1C (stereo not drawn) | 1571 | 1578

(more compounds)
SMILES | SRC1 TRFRET art | SRC3 TRFRET art
Fc1ccc(-c2nc3c(-c4ccccc4)cnn3cc2CCN2CCOCC2)cc1 | 1718 | 1404
CCc1nnc(NC(=O)c2ccc(-c3ccc([N+](=O)[O-])cc3Cl)o2)s1 | 1792 | 1610
O=C(Nc1cccs1)Nc1ccccc1Br | 1893 | 1616
CCOP(=O)(OCC)c1nc(-c2ccccc2)oc1NCc1ccccc1 | 1736 | 1438
C(=N\Nc1nc(N2CCCC2)nc(N2CCCC2)n1)/c1ccncc1 | 2007 | 1685
CCc1cccc(NC(=O)CCCSc2nc3ccccc3[nH]2)c1 | 1876 | 1666
O=C(O)c1cccc(N2C(=O)c3cccc(Oc4ccc(Cl)cc4)c3C2=O)c1 | 1622 | 1472
CCSc1nnc(Cc2cc(=O)[nH]c(=O)[nH]2)n1-c1ccc(F)cc1 | 2058 | 1606
CCN(CC)CCN(C(=O)c1ccc(S(=O)(=O)N2CCCCC2)cc1)c1nc2cc3c(cc2s1)OCO3 | 1856 | 1644
Cc1nc2ccccc2c(=O)n1NC(=O)/C=C/c1ccccc1Cl | 1527 | 1428
OCc1cn(-c2ccc(Cl)cc2)nn1 | 1794 | 1501
COc1ccc(NC(=S)N2CCCC(c3nc4ccc(C)cc4[nH]3)C2)cc1 (stereo not drawn) | 1605 | 1718
COc1cc(/C=C2/SC(=S)N(CC(=O)Nc3cccnc3)C2=O)cc(OC)c1OC | 1837 | 1585
O=C(Cc1csc(-c2ccccc2)n1)Nc1ccc(C(F)(F)F)cc1 | 1986 | 1714
Cc1ccc(C(=O)COC(=O)c2cnccn2)cc1[N+](=O)[O-] | 1828 | 1507
S=C(Nc1ccc2c(c1)OCO2)N1CCCC1 | 1720 | 1552
Cc1ccc(C2CC(c3cccc(NS(C)(=O)=O)c3)=NN2S(C)(=O)=O)cc1 (stereo not drawn) | 1919 | 1715
COC(=O)c1ccc(C(=O)OC)c(-n2c(=O)c3ccccc3c3ccccc3c2=O)c1 | 2104 | 1641
CSCCC(NC(=O)c1ccc([N+](=O)[O-])cc1Cl)C(=O)OCC(=O)N(C)C (stereo not drawn) | 2091 | 1593
CC(=O)n1nc(-c2ccccc2)nc1NCc1cccs1 | 1852 | 1688
Cc1nc2ccccc2nc1OCc1ccc([N+](=O)[O-])cc1 | 1800 | 1453
O=C(COC(=O)c1cc(Cl)cc(Cl)c1)NCCN1C(=O)CSC1=O | 1846 | 1464
O=C(N/N=C\c1ccc(OC(=O)c2cccs2)cc1)c1ccc(Cl)cc1 | 1763 | 1751
Clc1ccc(OCCCCCN2CCCC2)c(Br)c1 | 1875 | 1580
CCOc1ccccc1N1CCN(C(=O)CCCN2C(=O)c3cccc4cccc(c34)C2=O)CC1 | 1745 | 1734

Single records (already shown). Values in the order: SRC1 TRFRET art | SRC3 TRFRET art
Fc1ccc(-c2nc3c(-c4ccccc4)cnn3cc2CCN2CCOCC2)cc1 across the screens: 1718 | 1404
CCc1cccc(NC(=O)CCCSc2nc3ccccc3[nH]2)c1 across the screens: 1876 | 1666
CCSc1nnc(Cc2cc(=O)[nH]c(=O)[nH]2)n1-c1ccc(F)cc1 across the screens: 2058 | 1606
Cc1ccc(C2CC(c3cccc(NS(C)(=O)=O)c3)=NN2S(C)(=O)=O)cc1 (stereo not drawn) across the screens: 1919 | 1715
S=C(Nc1ccc2c(c1)OCO2)N1CCCC1 across the screens: 1720 | 1552

Other entries.
SMILES | SRC1 TRFRET art | SRC3 TRFRET art
COc1ccc(CNC(=O)/C=C/c2ccc(S(=O)(=O)N3CCOCC3)cc2)cc1 | 1822 | 1589
Cc1nc2c(C)cccc2cc1C(=O)N/N=C/c1ccc(C(=O)O)cc1 | 2057 | 1479
Cc1cc(C)cc(NC(=S)NCCCN2CCOCC2)c1 | 1645 | 1483
CCOC(=O)N/N=C/c1cn(Cc2ccc(Cl)cc2)c2ccccc12 | 1945 | 1610
O=C(NCCOc1ccccc1)c1ccc2c(c1)OCO2 | 1502 | 1465
CCNC(=O)C(=O)c1c(-c2ccccc2)[nH]c2ccccc12 | 1672 | 1456
Cc1[nH]c2ccccc2c1/C=N/NC(=O)c1cc(-c2cccs2)[nH]n1 | 1603 | 1592
CN(C)CCn1nnc2c(=O)oc3ccccc3c21 | 1708 | 1644
O=C(N/N=C/c1ccncc1)c1cccc(N/N=C/c2ccncc2)c1 | 1860 | 1596
CC(C)=CCN1CCN(Cc2c(C)nn(C)c2Cl)CC1CCO (stereo not drawn) | 1896 | 1795
Cc1ccc(-n2c(C)nnc2SCC(=O)NNC(=O)c2ccco2)cc1 | 2011 | 1783
Cc1cccc(-n2ncc3c(NC(C)C)ncnc32)c1 | 1688 | 1597
Cc1cc(C(=O)NCc2nc(-c3ccccc3)no2)ccc1[N+](=O)[O-] | 2054 | 1766
O=C(Nn1c(-c2ccncc2)nc2ccccc2c1=O)c1ccc([N+](=O)[O-])cc1Cl | 1792 | 1650
Cc1ccc(SCCc2ccc(C)nc2)cc1 | 1987 | 1577
O=C(NC(CCl)c1ccccc1)c1ccc(Cl)cc1 (stereo not drawn) | 1755 | 1612
CC(C)(C)NC(=O)NC(=O)COC(=O)Cc1ccc(Cl)cc1Cl | 1852 | 1710
